12-hLO inh = qHTS Assay for Inhibitors of 12-hLO (12-human lipoxygenase); Potency, µM (titrated, usually from 57.1 µM), without a hit: top-dose activity change, negative = inhibition, usual class: inhibitors; purified 12-hLO, xylenol orange hydroperoxide absorbance; 150,000 compounds, 0.12% hits; note: potency is the fitted concentration of half-maximal effect; nearly all actives have a fitted effect of over 55% in size; many of its hits are not listed in these tables
Target sequence (P18054 whole entry, looked up): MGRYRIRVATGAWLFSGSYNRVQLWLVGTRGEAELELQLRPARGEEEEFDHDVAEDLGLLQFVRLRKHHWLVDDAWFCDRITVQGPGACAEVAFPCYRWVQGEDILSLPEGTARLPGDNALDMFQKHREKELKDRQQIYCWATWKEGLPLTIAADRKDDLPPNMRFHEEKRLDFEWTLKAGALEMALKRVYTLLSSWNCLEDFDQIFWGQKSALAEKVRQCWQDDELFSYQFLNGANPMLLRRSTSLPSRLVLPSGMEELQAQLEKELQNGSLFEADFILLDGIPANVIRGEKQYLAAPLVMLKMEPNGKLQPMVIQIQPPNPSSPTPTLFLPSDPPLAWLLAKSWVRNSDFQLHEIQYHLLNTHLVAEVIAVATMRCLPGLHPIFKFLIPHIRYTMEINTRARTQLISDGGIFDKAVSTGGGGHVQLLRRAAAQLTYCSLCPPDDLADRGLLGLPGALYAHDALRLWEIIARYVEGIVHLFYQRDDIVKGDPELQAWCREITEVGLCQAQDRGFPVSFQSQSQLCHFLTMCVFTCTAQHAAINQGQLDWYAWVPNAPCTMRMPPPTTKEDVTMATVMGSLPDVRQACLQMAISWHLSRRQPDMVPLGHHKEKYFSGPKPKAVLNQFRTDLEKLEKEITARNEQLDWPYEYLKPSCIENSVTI
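Xylenol orange chromogenic assay: hydroperoxide from 12hLO oxidises Fe(II), giving red-shifted Fe(III)-XO absorbance. Conditions: 150 nM enzyme, 40 uM arachidonic acid, 25 mM Hepes pH 7.0, 0.01% Triton X-100, 30 min, room temperature.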
IMPase cell inh = qHTS Assay for Identifying the Cell-Membrane Permeable IMPase Inhibitors | 120,000 tested, under 10 active | inhibition (IP1 accumulation), % at 46.1 µM | CHO-M1 cells, IP1 accumulation, HTRF TR-FRET ratio | Inositol monophosphatase 1 (Rattus norvegicus), P97697; active = well fitted curve in the direction sought with a large enough effect in the signal ratio, not every such curve was filed as active; inconclusive = small, poorly fitted or top-dose-only effect, or a change in a side signal; inactive = no such curve, though single readings can be large or run the other way; the % refers to the signal ratio;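 note: cells stimulated with carbachol in lithium chloride buffer; plate controls were DMSO basal wells for no effect and reference inhibitor wells for full effect; higher means more IMPase inhibition seen as more IP1 and lower FRET ratio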
Target sequence (P97697 whole entry, looked up): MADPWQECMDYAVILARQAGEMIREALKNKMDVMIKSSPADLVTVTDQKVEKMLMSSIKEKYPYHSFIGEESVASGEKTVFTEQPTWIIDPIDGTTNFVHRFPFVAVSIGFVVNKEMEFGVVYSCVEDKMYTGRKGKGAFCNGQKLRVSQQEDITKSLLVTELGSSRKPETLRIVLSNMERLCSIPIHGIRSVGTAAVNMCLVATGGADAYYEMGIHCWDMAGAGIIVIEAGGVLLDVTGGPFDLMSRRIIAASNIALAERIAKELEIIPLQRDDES
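CHO-M1 cells (CHO stably expressing M1 receptor), compound up to 46 uM final, stimulated with carbachol (50 uM as added) in buffer with 50mM LiCl, pH 7.4, 30 min at 37C. Cytosolic IP1 read by TR-FRET; AC50 from Hill fits.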
15-hLO-2 inh = qHTS Assay for Inhibitors of 15-hLO-2 (15-human lipoxygenase 2). purified 15hLO-2, xylenol orange hydroperoxide absorbance. Polyunsaturated fatty acid lipoxygenase ALOX15B (Homo sapiens), O15296. 110,000 compounds, 0.56% hits. Potency, µM (series often up to 57.1 µM), inactives show at the top dose activity change, negative = inhibition, usual class: inhibitors; note: potency is the fitted concentration of half-maximal effect; nearly all actives have a fitted effect of over 60% in size; many of its hits are not listed in these tables
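Purified human 15hLO-2 (50 nM final) preincubated with compounds 15 min at room temperature in 25 mM Hepes pH 7.5, 0.01% Triton X-100, then 45 uM arachidonic acid added for 90 min; hydroperoxide detected via ferrous/xylenol orange, 573/405 nm absorbance ratio.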
PNC inhibitor = High Content Assay for Compounds that inhibit the Assembly of the Perinucleolar Compartment | PC3M PTB-GFP, PNC prevalence imaging, 16 h; stronger effect = lower value | AID 2417, 2010 | activity change (PNC), negative = inhibition, % at 10 µM | 140,000 compounds, 3.1% hits;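 active = readout at or below -70, meaning at least 70% loss of cells showing the perinucleolar compartment, a nuclear body marking cancer cells; inconclusive = readout between -30 and a set limit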;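 note: plate controls were DMSO wells for no effect and camptothecin positive control wells for full effect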
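Compounds are pinned in duplicate onto adhered PC3M cells stably expressing GFP-tagged PTB and incubated 16 h at 37 C. Cells are then fixed, nuclei stained with Hoechst, and PNC-positive cells counted.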
Active calls of the source: *; ? = inconclusive; / = not tested or not shown; [ ] = remark or other dose. Unless noted, calls come from the whole dose curve; as a rule, active = well fitted curve in the direction sought with a large enough effect; inconclusive = small, poorly fitted or top-dose-only effect, or another doubt; inactive = no such curve, though single readings can be large; an effect the other way counts as inactive or inconclusive. Unless noted, % is set by controls: 0 for no effect and ±100 for the full control effect.

PNC inhibitor	IMPase cell inh	12-hLO inh	15-hLO-2 inh	Structure
-27	8	-18%	-10%	Cc1ccc2c(c1)C(c1ccccc1)N(C(=O)c1ccc(Br)o1)CC(=O)N2 (configuration not stated)
37	-3	-4%	1%	CC(=O)c1ccc(N(C)C)cc1
?	-5	0%	6%	COc1ccc(Cl)cc1NC(=O)C(=O)NC1CCCCCC1
10	6	-1%	1%	CCOc1ccc(CCNC(=O)C2CCN(C(=O)N(C)C)CC2)cc1OCC
-3	3	-21%	/	Cc1c(C(=O)c2ccc(Cl)cc2Cl)cnc2cc3c(cc12)OCO3
51	/	-1%	/	O=C(NC(=S)N1CCN(Cc2ccc3c(c2)OCO3)CC1)c1cccc(Br)c1
24	/	2%	/	CC(/C=C/c1ccco1)=N\NC(=O)C(O)c1ccccc1 (configuration not stated)
5	11	-19%	-26%	CC(C)CCNC(=O)c1cnn2c(C(F)(F)F)cc(-c3ccco3)nc12
-9	/	-3%	/	CC(C)C(C)(C#N)NC(=O)CSc1nc(C2CCCCC2)n(-c2ccccc2)n1 (configuration not stated)
-29	5	-5%	-7%	O=C(c1ccc2c(c1)OCCCO2)c1cccs1
-13	10	7%	-7%	CC(=O)c1c(C)[nH]c(C(=O)N2CCCCCC2)c1C
?	/	-2%	/	O=C(COc1ccccc1[N+](=O)[O-])N/N=C/c1ccc(O)cc1
/	/	2%	2%	Cn1cccc1C(=O)N1CCC2(CCN(Cc3ccncc3)CC2)CC1
-27	13	4%	-11%	COC(=O)C1=C(C)N(CCc2ccc(OC)cc2)C(=O)C1
42	0	0%	-3%	O=C(NCc1ccco1)Nc1ccc2snnc2c1
33	3	6%	0%	Cc1ccc(/S(C)=N/S(=O)(=O)c2ccc(C)cc2)cc1 (configuration not stated)
45	/	-3%	/	CC(=C/c1ccccc1)/C=N/NC(=O)c1ccc2nc[nH]c2c1
-19	3	7%	/	COc1cc(C(=O)NCc2cn3ccccc3n2)cc(OC)c1OC
0	/	-3%	/	CCCOC(=O)c1c(NC(=O)C2CCCO2)sc(C(=O)OC)c1C (configuration not stated)
/	/	2%[11.4 µM]	-3%[11.4 µM]	CC(C)[C@H](Sc1nc(N)nc2nc[nH]c12)C(=O)O
?	8	1%	0%	O=C(NCc1ccc2c(c1)OCO2)C1CC(=O)N(C2CCCCCC2)C1 (configuration not stated)
-5	0	-1%	-9%	CC1CC(C)CN(C(=O)CSc2nnc(-c3ccc(F)cc3)o2)C1 (configuration not stated)
-22	8	-3%	-7%	CCOC(=O)c1oc2ccc(S(=O)(=O)N3CCOCC3)cc2c1C
?	-15	-3%	-1%	Cc1noc(NS(=O)(=O)c2ccc(NC(=O)CSc3ncccn3)cc2)c1C
-5	-4	2%	15%	O=C(NCCN1CCN(C(=O)c2cc3ccccc3oc2=O)CC1)c1cc2ccccc2oc1=O
-18	-3	?	/	CCCCc1ccc(NC(=S)NN2CCOCC2)cc1
3	5	1%	/	CCCCc1c(C)nc2ccc(C(=O)OCC)cc2c1Cl
36	/	1%	/	O=C1C(=Cc2cccn2-c2ccccc2)C(=O)c2ccccc21
21	/	-3%	/	Cc1ccc(S(=O)(=O)N2CCOCC2)cc1NC(=O)COc1ncnc2ccccc12
3	2	-6%	3%	COc1ccc2c(Cl)c(-c3nnc4n3CCCCC4)sc2c1
?	/	0%	/	O=[N+]([O-])c1cc(S(=O)(=O)N2CCCC2)ccc1O
?	9	-3%	3%	CC1CC(C)CN(c2ncnc3c2cnn3Cc2ccc(Cl)cc2)C1 (configuration not stated)
15	3	1%	4%	Cc1cc(C(=O)OCC(=O)Nc2cc(C)on2)c2ccccc2n1
25	-1	-6%	1%	CCc1cc(C)cc(OCCNC(=O)c2cncc(Br)c2)c1
5	5	-4%	-8%	CCOc1ccc(C(=O)Cc2ccc3oc(C(=O)O)cc3c2)c(O)c1
58	-3	1%	-13%	CC(=O)NNc1nc2ccccc2s1
-18	-7	-2%	5%	O=C(NCc1ccccc1)N(Cc1cc2cc3c(cc2[nH]c1=O)OCO3)CC1CCCO1 (configuration not stated)
/	/	0%	-6%	O=C(O)c1cc(C(F)(F)F)nc2c(C(F)(F)F)cccc12
-100*	?	2%	/	CC(=O)c1cc2c(cc1NC(=O)CN1CCN(c3cccc(C(F)(F)F)c3)CC1)OCO2
?	6	1%	-5%	CCOc1ccccc1NC(=O)CSc1nnc(-c2cnccn2)n1CC
?	3	-1%	-10%	CCOC(=O)C1=C(O)/C(=C/N(C)C)N=C1C
?	-3	5%	5%	CCOC(=O)C(C(=O)OCC)[C@@H]1CS(=O)(=O)C[C@H]1C(C(=O)OCC)C(=O)OCC
?	-4	-11%	-10%	COc1cc(C2C(C(=O)c3ccc(C)o3)=C(O)C(=O)N2c2cc(C)on2)ccc1O (configuration not stated)
28	-10[1.84 µM]	-3%	6%[11.4 µM]	O=C(Cn1ccc2ccccc2c1=O)NCC1COc2ccccc2O1 (configuration not stated)
-23	7	1%	-7%	CCn1c(C(c2ccccc2)c2ccccc2)n[nH]c1=S
?	0	-10%	7%	O=C1CC(c2ccccc2)C(C(=O)O)N1 (configuration not stated)
?	-6	2%	/	CC(C)(C)c1nnc(N/N=C/c2ccccc2O)n(N)c1=O
91	/	-4%	/	O=C(Nc1ccccc1Sc1ccccc1)c1ccc(F)cc1
14	/	-3%	/	O=S(=O)(NCC(c1ccco1)N1CCN(c2ccccc2F)CC1)c1ccc(F)cc1 (configuration not stated)
?	10	-11%	-20%	CCCc1cc(C(N)=O)c(NC(=O)c2cc(C)on2)s1

Some of the entries so far, with values under each structure.
Values run as follows: PNC inhibitor | IMPase cell inh | 12-hLO inh | 15-hLO-2 inh
CCCc1cc(C(N)=O)c(NC(=O)c2cc(C)on2)s1
 : ? | 10 | -11% | -20%
COc1cc(C(=O)NCc2cn3ccccc3n2)cc(OC)c1OC
 : -19 | 3 | 7% | /
CC(/C=C/c1ccco1)=N\NC(=O)C(O)c1ccccc1 (configuration not stated)
 : 24 | / | 2% | /

The results go on:
PNC inhibitor	IMPase cell inh	12-hLO inh	15-hLO-2 inh	Structure
?	4	-11%	-10%	C=CCN1C(=O)/C(=C2/Sc3ccccc3N2C)SC1=Nc1c(C)n[nH]c1C
-92*	-7	-1%	1%	COc1ccc2[nH]c(=O)c(CN(C(=O)c3ccccn3)c3ccccc3)cc2c1
57	-3	4%	-7%	Nc1nnc(SCC(=O)NC23CC4CC(CC(C4)C2)C3)s1
/	/	-4%	-9%	COC1[C@H](OC(N)=O)C(O)[C@H](Oc2ccc3c(O)c(NC(=O)c4ccc(O)c(CC=C(C)C)c4)c(=O)oc3c2C)OC1(C)C (some centres not stated)
34	5	2%	1%	CCOC(=O)c1c(C)nc2ccccn12
23	-3	9%	-8%	CCOC(=O)Cn1c(=O)c2c(nc(N3CCOCC3)n2C)n(C)c1=O
?	1	0%	/	Nc1c(Br)cc2oc(-c3ccccc3)nc2c1Br
-20	-3	-1%	/	Oc1ccc(C=Nc2ccccc2-c2nc3ccccc3[nH]2)c(O)c1
-23	?	-4%	6%	CCCCOc1ccc(C(=O)CCN2CCCCC2)cc1
34	?	0%	/	CC1CN(S(=O)(=O)c2cccc(C(=O)OC/C(O)=C(\C#N)c3nc4ccccc4[nH]3)c2)CC(C)O1 (configuration not stated)
36	/	-2%	/	Brc1ccccc1-c1nnc(SCc2nc3ccccc3s2)o1
/	2	-8%	5%	C#C[C@H](N)CCC(=O)O
22	1	-5%	-9%	COC(=O)Cn1c(=NC(=O)CSCC(=O)NC2CCCCC2)sc2cc(OC)ccc21
6	-1	-1%	2%	O=C(c1ccccc1)N1CCN(C2CC(=O)N(CCc3ccccc3)C2=O)CC1 (configuration not stated)
-24	3	0%	-2%	COc1ccc(NC(=O)C2CC2)cc1NS(=O)(=O)c1ccc(F)cc1
33	2	-2%	/	N/C(CN1CCCC1=O)=N\OC(=O)c1ccc(Cl)c(Cl)c1
6	2	0%	4%	Cc1ccc(-n2nnnc2C(=Cc2ccc(N(C)C)cc2)c2nnnn2-c2ccc(C)cc2)cc1
-19	6[1.84 µM]	-2%	11%[11.4 µM]	CC(C)CCNC(=O)CN(Cc1cccs1)C(=O)CCC(=O)Nc1nccs1
-1	/	-4%	/	CCOC(=O)c1c(N2C(=O)Nc3ccccc3N2O)sc2c1CCCC2
-8	16	-6%	-4%	CC(C)c1[nH]nc2c1C(c1cccc(OC(=O)N3CCOCC3)c1)C(C#N)=C(N)O2 (configuration not stated)
5	1	11%	1%	CCOC(=O)c1oc2ccccc2c1NC(=O)COC
/	2	?	13µM*	N#C/C(=C\c1ccc(O)c(O)c1)C(=O)OCCc1cccs1
10	-12	-2%	/	CCCN1C(=O)c2ccccc2NC1c1cc(OC)c(OC)c(OC)c1 (configuration not stated)
/	/	-4%[11.4 µM]	-9%[11.4 µM]	Cc1cc(C)nc(SCCc2cccc[n+]2C)n1
7	2	1%	5%	O=C(CSc1nnc(C2COc3ccccc3O2)o1)N1CCCCC1 (configuration not stated)

Record cards, from the list above. Order of screens: PNC inhibitor, IMPase cell inh, 12-hLO inh, 15-hLO-2 inh
Results for C=CCN1C(=O)/C(=C2/Sc3ccccc3N2C)SC1=Nc1c(C)n[nH]c1C = ?, 4, -11%, -10%
Results for O=C(c1ccccc1)N1CCN(C2CC(=O)N(CCc3ccccc3)C2=O)CC1 (configuration not stated) = 6, -1, -1%, 2%

New compounds follow
PNC inhibitor	IMPase cell inh	12-hLO inh	15-hLO-2 inh	Structure
-83*	2	-3%	18%	c1ccc(-c2cc(N3CCOCC3)nc(-c3ccccc3)n2)cc1
4	/	0%	/	CCC(C)[C@@H](N)C(=O)N/N=C/c1ccc2ncccc2c1 (some centres not stated)
/	/	7%[11.4 µM]	9%[11.4 µM]	CN(C)CCCN1c2ccccc2Sc2cnccc21
-12	?	-2%	1%	Cc1cccc2cc(C(c3nnnn3C3CCCC3)N3CCOCC3)c(=O)[nH]c12 (configuration not stated)
/	/	8%	2%	CN1CCC2(CC1)CCN(C(=O)c1ccncc1)CC2
?	8	6%	13%[2.29 µM]	CCc1sc(C(=O)NC2CCN(C)CC2)cc1Br
-11	-6	-3%	3%	Cc1ccc(-n2nc3c(c2NC(=O)c2ccc4c(c2)OCO4)CS(=O)C3)cc1 (configuration not stated)
-122*	-4	-1%	-6%	Cc1c(C)c2cc(Cl)c(OCc3nn[nH]n3)cc2oc1=O
10	3	-1%	44%[activator]	FC(F)(F)c1cccc(Sc2cc(C(F)(F)F)nc(-c3ccccn3)n2)c1
18	6	-7%	-6%	CCOc1ccc(C(=O)CCC(=O)O)cc1
-18	4	?	-4%	CCCOc1cccc(-c2cc(C(=O)NNC(=S)NCC)c3ccccc3n2)c1
30	-1	-1%	22%	Cc1cccc(-n2c(SCC(=O)Nc3nonc3C)nnc2-c2ccoc2C)c1
?	/	-2%	/	CC(C)CN=C(NS(=O)(=O)c1ccccc1)C(Cl)(Cl)Cl
0	/	1%	/	O=C1c2ccccc2-c2c1cccc2C(=O)N1CCCCCC1
?	4	5%	4%	CCNC(=O)c1sccc1-n1cccc1
78	-7	-1%	/	C=CCSc1ncc(C#N)c(N)n1
-7	/	0%	/	CC(=O)c1cc(CN2CCCCC2)cc(OC(C)C)c1
37	/	-3%	/	C[C@@H]1NC(=O)[C@H](CCCN=C(N)N)NC(=O)c2cc([N+](=O)[O-])cc(I)c2OCC[C@@H](C(=O)NC(CC(=O)O)C(N)=O)NC1=O (some centres not stated)
/	/	1%	-5%	OCC(O)C(O)[C@H](O[C@H]1OC(CO)C(O)C(O)C1O)[C@H](O)CO (some centres not stated)
/	/	1%	2%	CCc1c2c(nc3ccccc13)OC(C)C2 (configuration not stated)
?	-19	-1%	/	O=C(CN1CCN(c2ccccc2)CC1)Nc1ccccc1Sc1ccccc1
?	-3	-5%	2%	Cc1n[nH]c(=O)nc1NCc1ccccc1

Bioassay records as filed in PubChem.

Some of the compounds tested, so the mix of outcomes need not match the whole.
